# MITF TRPM1 HTS: increases MITF-driven TRPM1 promoter luciferase signal. SK-MEL-5 TRPM1-promoter luciferase, 24 h; % of positive control, neutral wells = 0. activation, % at 12.5 µM. 300,000 compounds, 0.75% hits. AID 588334;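 active = mean activation of at least 80% with every replicate also reaching 80%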;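 also: 0% = neutral control wells and 100% = parthenolide positive control wells; values of inactives mirror those of a sister screen read the other way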
# V-ATPase pH: yeast V-ATPase proton transport regulation by pHLuorin | S. cerevisiae, pHLuorin cytosolic pH fluorescence | response, % at 10 µM | 350,000 compounds, 0.37% hits | AID 504577; in the data active = response mostly above about 7.3%, no sharp cut-off; inactive = mostly below about 5.4%; also: actives read high; inactives centre near 0; some compounds called inactive have numbers as strong as hits; reference of the scale not given here
# Tat export inh: E. coli Tat transport inhibition. inhibition, % at 10 µM. 340,000 compounds, 0.036% hits. E. coli MC4100 TorA-mCherry Tat export, fluorescence;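 active = mean replicate inhibition at least 50% and at least half of replicates individually reaching 50%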;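 also: exported cargo escapes ClpAP degradation while cytoplasmic cargo is degraded and loses fluorescence; 0% = median of neutral control wells and 100% = median of NaSCN control wells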
# RTF Ca sens act: increases calcium sensitivity of human cardiac regulated thin filaments. P19429+P45379. IANBD-labeled TnC RTF fluorescence at EC20 calcium; 0% EC20 calcium, 100% full calcium. activation, % at 7.2 µM. 340,000 compounds, 0.24% hits. AID 493008;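 active = activation above the mean over all tested compounds plus 3 SD, cut at about 30% in these data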;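 also: rise in fluorescence read as greater calcium sensitivity of cardiac thin filaments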
# Rtt109 HAT inh: C. albicans Rtt109 histone acetyltransferase inhibition; Q5AAJ8; purified Rtt109/Vps75, ThioGlo CoA-SH fluorescence, 4 h; inhibition, % at 34.9 µM; 330,000 compounds, 0.16% hits; AID 540336;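 active = inhibition of at least 50% in every replicate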
# Wnt bcat act: Wnt/beta-catenin pathway activation; activation, % at 9.35 µM; Wnt/beta-catenin reporter cell assay, activator, plate reader; AID 743398; 300,000 compounds, 1.2% hits; in the data active = activation above about 30%, passing the limit was not always enough;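 also: 0% = neutral control wells and 100% = positive control wells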
# CDK5 inh: blocks human CDK5/p35 kinase activity; Q00535+Q15078; Recombinant CDK5/p35, ADP-Glo luminescence, 60 min; inhibition, % at 10 µM; 330,000 compounds, 0.01% hits;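 active = highest replicate inhibition of at least 50% and at least 75% of replicates reaching 50%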;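 also: plate controls were DMSO neutral control for no effect and GW8510 at 10 µM for full effect; many of its hits are not listed in these tables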
# Target sequence (Q00535 whole entry, looked up): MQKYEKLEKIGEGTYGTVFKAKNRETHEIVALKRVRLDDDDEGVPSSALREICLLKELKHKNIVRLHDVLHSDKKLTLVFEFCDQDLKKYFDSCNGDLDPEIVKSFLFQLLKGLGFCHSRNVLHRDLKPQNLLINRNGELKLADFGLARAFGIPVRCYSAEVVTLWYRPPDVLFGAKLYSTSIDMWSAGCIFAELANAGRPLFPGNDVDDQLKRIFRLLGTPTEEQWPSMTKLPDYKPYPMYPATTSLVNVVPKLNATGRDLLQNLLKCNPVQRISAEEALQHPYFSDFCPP
# Target sequence (Q15078 whole entry, looked up): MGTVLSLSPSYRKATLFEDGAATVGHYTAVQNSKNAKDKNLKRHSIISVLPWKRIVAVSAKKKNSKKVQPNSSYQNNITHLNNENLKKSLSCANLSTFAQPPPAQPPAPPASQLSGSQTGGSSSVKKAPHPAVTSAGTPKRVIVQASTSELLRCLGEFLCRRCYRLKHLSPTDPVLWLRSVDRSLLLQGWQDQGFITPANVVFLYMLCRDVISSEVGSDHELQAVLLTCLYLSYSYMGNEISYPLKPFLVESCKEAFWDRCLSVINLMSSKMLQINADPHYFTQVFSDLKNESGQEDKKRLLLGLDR
# CAL PDZ FP-1: blocks peptide binding to human CAL PDZ domain | Q9HD26 | purified CAL PDZ, TMR-peptide fluorescence polarization, 1 h | inhibition, % at 20 µM | 330,000 compounds, 0.02% hits | AID 504414;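 active = highest replicate inhibition of at least 40%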;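 also: plate controls were DMSO neutral control wells for no effect and unlabeled competitor peptide control wells for full effect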
#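 Material: tagged CAL PDZ domain; buffer or medium: 25 mM sodium phosphate pH 7.4, 150 mM NaCl, TCEP, IgG, Thesit; compound dosing: single point, 20 µM; schedule: 1 h incubation at room temperature before polarization reading; measured by: FP readout, S and P plane fluorescence; read-out basis: percent inhibition from loss of millipolarization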
# CAL PDZ FP-2: blocks peptide binding to the human CAL PDZ domain; Q9HD26; inhibition, % at 24.9 µM; 300,000 compounds, 0.92% hits; purified CAL PDZ, TMR-peptide fluorescence polarization, 1 h; AID 602252;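 active = mean inhibition of at least 30% with at least half of replicates also reaching 30%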;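 also: 0% = DMSO neutral control and 100% = excess unlabeled competitor peptide PRC23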
# dFosB act: enhances mouse delta FosB homodimer DNA binding | purified delta FosB, TAMRA-CDK5 oligo fluorescence polarization; percent of positive-control signal above neutral wells | P13346 | 340,000 compounds, 0.99% hits | activation, % at 25 µM | AID 493131;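 active = mean activation above about 17%, with every replicate also reaching it, limit read from the data, passing the limit was not always enough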;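 also: fluorescence polarization rise as delta FosB binds a TAMRA Cdk5 AP-1 oligo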
# Starred values were filed as active, the others as inactive; nt = no result given. The list is partial. The share of hits here may be higher or lower than overall.
(1) CCCCn1c(C)c(C(=O)O)c2cc(OC)c3ccccc3c21
(2) O=C(Cn1c(=O)c(C(F)(F)F)nc2ccccc21)N1CCC2(CC1)OCCO2
(3) COc1ccccc1OP(=O)(Nc1cccnc1)Oc1ccccc1OC
(4) CC(=O)N1CC(=O)Nc2ccc(Cl)cc2C1c1ccccc1 (centres undefined)
(5) COc1ccc2[nH]c3c(c2c1)CCNC3C (centres undefined)
(6) CN(C)C(=O)Oc1c(Cl)cc(Cl)c2cccnc12
(7) O=C1NC(=O)N(c2ccc3c(c2)OCO3)C(=O)/C1=C\c1ccc(N2CCCCC2)o1
(8) CCCCn1c(O)c(/C(C)=N/NC(=O)Nc2ccccc2)c(=O)[nH]c1=O
Screen / compound no.	1	2	3	4	5	6	7	8
Rtt109 HAT inh	0	-34	-4	0	-4	-11	4	-4
RTF Ca sens act	-1	2	-6	2	8	0	50*	1
dFosB act	-7	10	-11	-3	-6	-1	-7	1
V-ATPase pH	-1	4	0	-2	-2	-3	-1	-3
Tat export inh	-1	-5	-8	9	6	-4	1	-1
Wnt bcat act	1	-1	-7	3	2	48*	-2	4
MITF TRPM1 HTS	-24	7	3	5	1	-2	13	nt
CAL PDZ FP-1	0.1	0.5	-2.3	-0.6	0.6	0.0	-2.2	-0.4
CAL PDZ FP-2	2	0	0	2	-1	4	-1	6
CDK5 inh	-1.2	-0.9	0.7	0.6	-1.2	-0.5	0.6	-0.3

# Single records (already shown). Screens in order: Rtt109 HAT inh	RTF Ca sens act	dFosB act	V-ATPase pH	Tat export inh	Wnt bcat act	MITF TRPM1 HTS	CAL PDZ FP-1	CAL PDZ FP-2	CDK5 inh
# O=C1NC(=O)N(c2ccc3c(c2)OCO3)C(=O)/C1=C\c1ccc(N2CCCCC2)o1 reads 4	50*	-7	-1	1	-2	13	-2.2	-1	0.6
# COc1ccccc1OP(=O)(Nc1cccnc1)Oc1ccccc1OC reads -4	-6	-11	0	-8	-7	3	-2.3	0	0.7
# COc1ccc2[nH]c3c(c2c1)CCNC3C (centres undefined) reads -4	8	-6	-2	6	2	1	0.6	-1	-1.2

# Down the list, as entered above.
# Compounds 1 to 8 in CAL PDZ FP-2 read 2, 0, 0, 2, -1, 4, -1, 6
# Compounds 1 to 8 in dFosB act read -7, 10, -11, -3, -6, -1, -7, 1

# Remaining list, next part
(9) O=C(C1CCC(=O)N1Cc1ccc(F)cc1)N1CCC2(CC1)OCCO2 (centres undefined)
(10) CN(C)CC1CSCCC1(O)c1ccc(C(F)(F)F)cc1 (centres undefined)
(11) CCN1CCN(S(=O)(=O)c2ccc(Cl)nc2)CC1
(12) CC12CCC(O)CC1CCC1C2CCC2(C)C(C3=CC(=O)OC3)CCC12O (centres undefined)
(13) C=CCn1c(O)c(C=Nc2c(C)n(C)n(-c3ccccc3)c2=O)c(=O)[nH]c1=O
(14) CN1C(=O)C(=Cc2ccccc2Oc2ccc(Cl)c(F)c2)C(=O)N(C)C1=O
(15) S=C(NCCc1ccccc1)NCCc1cnc[nH]1
(16) CCOc1cc2c(cc1OCC)-n1cccc1C(c1ccccc1OC)NC2 (centres undefined)
Screen / compound no.	9	10	11	12	13	14	15	16
Rtt109 HAT inh	-31	2	0	-9	-27	1	-14	-1
RTF Ca sens act	0	2	-3	-4	1	-1	4	3
dFosB act	8	-4	-2	-11	-9	-8	5	-4
V-ATPase pH	1	-2	10	2	0	3	1	-3
Tat export inh	-4	3	-6	-1	-5	5	5	-4
Wnt bcat act	nt	-1	nt	-4	-2	-2	1	2
MITF TRPM1 HTS	5	-15	0	nt	nt	-5	11	4
CAL PDZ FP-1	0.1	-0.4	0.1	-1.6	-1.4	0.0	-0.4	-0.9
CAL PDZ FP-2	0	-4	-2	1	nt	-9	-5	-2
CDK5 inh	1.3	-0.3	0.2	0.9	0.0	-0.4	1.4	-1.7

(17) COC(=O)C1=C(c2ccc3ccccc3c2)C[C@@H]2CC[C@H]1N2C(=O)NCCCOC(C)C
(18) CCCC(C)(COC(N)=O)COC(=O)NC(C)C (centres undefined)
(19) O=c1[nH]c(=O)n(C2CCCCCC2)c(O)c1C=NCC1CCCO1 (centres undefined)
(20) COc1ccc(OCC(=O)N2CCN(C3CCC(c4ccccc4)CC3)CC2)cc1 (centres undefined)
(21) CC1CN(O)C2CCc3nonc3C12O (centres undefined)
(22) O=C(Cn1ncc2ccccc21)N1CCC2(CC1)OCCO2
(23) COc1ccccc1/C=N/N=C(/N)N[N+](=O)[O-]
(24) CCOC(=O)c1c(C)n(Cc2ccccc2)c2ccc(OCC(O)Cn3nc(C)nc3C)cc12 (centres undefined)
Screen / compound no.	17	18	19	20	21	22	23	24
Rtt109 HAT inh	-2	2	2	8	4	9	-5	-2
RTF Ca sens act	1	-3	6	3	1	0	-11	-2
dFosB act	-7	2	0	-8	16*	-4	-7	-5
V-ATPase pH	4	-3	1	1	3	-1	0	-1
Tat export inh	0	-6	-5	2	5	-6	1	13
Wnt bcat act	-3	-2	-2	-2	1	-1	1	-3
MITF TRPM1 HTS	1	-5	1	14	-5	4	9	-3
CAL PDZ FP-1	-0.9	-1.0	-0.3	-3.0	-1.0	-0.3	0.1	0.2
CAL PDZ FP-2	-1	-6	1	-2	1	0	-1	nt
CDK5 inh	-0.2	-0.1	3.3	-0.6	-1.3	-1.9	0.4	0.2

# 2 entries from above, set out differently:
3) COc1ccccc1OP(=O)(Nc1cccnc1)Oc1ccccc1OC
  Rtt109 HAT inh: -4	RTF Ca sens act: -6	dFosB act: -11	V-ATPase pH: 0	Tat export inh: -8	Wnt bcat act: -7	MITF TRPM1 HTS: 3	CAL PDZ FP-1: -2.3	CAL PDZ FP-2: 0	CDK5 inh: 0.7

10) CN(C)CC1CSCCC1(O)c1ccc(C(F)(F)F)cc1 (centres undefined)
  Rtt109 HAT inh: 2	RTF Ca sens act: 2	dFosB act: -4	V-ATPase pH: -2	Tat export inh: 3	Wnt bcat act: -1	MITF TRPM1 HTS: -15	CAL PDZ FP-1: -0.4	CAL PDZ FP-2: -4	CDK5 inh: -0.3
